RORg inh: inhibitors of mouse ROR gamma transcriptional activity; 310,000 compounds, 5.4% hits; P51450; AID 2551; Drosophila S2 Gal4-RORgamma UAS-luciferase reporter, 20 h; Potency, µM (titrated, usually from 53.6 µM), for the others: top-dose activity change, negative = inhibition, hits mostly inhibitors; also: potency is read from the fitted curve at half-maximal effect; % is scaled to controls: 0 for no effect and ±100 for the full control effect; nearly all actives have a fitted effect of over 60% in size
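Luciferase reporter read in Schneider cells carrying Gal4-RORγ (mouse) and UAS-Photinus luciferase; cells given compound 1 h before 700 uM copper sulfate induction, then incubated 20 h at ambient temperature.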
Menin MLL FP TR: menin-MLL binding inhibition, Texas Red mutant peptide; O00255; Menin + Texas Red MLL mutant peptide, fluorescence polarization; Potency, µM (doses to about 61.6 µM), for inactives: top-dose FP activity change, negative = inhibition, actives largely listed as inhibitors; 270,000 compounds, 0.23% hits; AID 1768; active = well fitted inhibition curve with a large enough effect in the polarisation, with a control signal flat, not every such curve was filed as active; inconclusive = small, poorly fitted or top-dose-only effect, or effect the other way, or a change in a side signal; inactive = no such curve, though single readings can be large or run the other way; the % refers to the polarisation; also: potency is read from the fitted curve at half-maximal effect; % of control where 0% means no effect; many of its hits are not listed in these tables
VP16 counter: inhibits Gal4-VP16 luciferase reporter, ROR gamma counter-screen; Drosophila S2 Gal4-VP16 UAS-luciferase, luminescence, 20 h; Potency, µM (titrated, usually from 53.6 µM), for the others: at the top dose activity, negative = inhibition, usual class: inhibitors; 310,000 compounds, 3.5% hits;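 also: Gal4-VP16 expression switched on by copper sulfate through the metallothionein promoter; potency is read from the fitted curve at half-maximal effect; % is scaled to controls: 0 for no effect and ±100 for the full control effect; nearly all actives have a fitted effect of over 50% in size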
ELG1 genotoxic: inducers of genotoxicity in HEK293T ELG1-luciferase cells; HEK293T ELG1-luciferase reporter, luminescence, 16 h; Potency, µM (highest dose often 46 µM), for the others: top-dose activity change, positive = activation, actives largely listed as activators; AID 504466; 330,000 compounds, 1.3% hits; also: potency is read from the fitted curve at half-maximal effect; % of control where 0% means no effect; nearly all actives have a fitted effect of over 60% in size
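Luminescence read-out: rising ELG1-luciferase signal, reflecting elevated ELG1 protein under genetic stress, flags genotoxic compounds. Cells were treated for 16 hr at 37 °C before ONE-Glo detection.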
FLuc modulator: firefly luciferase modulation, counter-screen for miR-21 project; Potency, µM (highest dose often 57.5 µM), for inactives: at the highest dose activity change, negative = inhibition, actives largely listed as inhibitors; 360,000 compounds, 6.9% hits; P08659; purified FLuc, Km substrates, luminescence inhibition; AID 588342;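 also: potency is read from the fitted curve at half-maximal effect; plate controls were vehicle for no effect and reference inhibitor for full effect; nearly all actives have a fitted effect of over 55% in size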
Target sequence (P08659 whole entry, looked up): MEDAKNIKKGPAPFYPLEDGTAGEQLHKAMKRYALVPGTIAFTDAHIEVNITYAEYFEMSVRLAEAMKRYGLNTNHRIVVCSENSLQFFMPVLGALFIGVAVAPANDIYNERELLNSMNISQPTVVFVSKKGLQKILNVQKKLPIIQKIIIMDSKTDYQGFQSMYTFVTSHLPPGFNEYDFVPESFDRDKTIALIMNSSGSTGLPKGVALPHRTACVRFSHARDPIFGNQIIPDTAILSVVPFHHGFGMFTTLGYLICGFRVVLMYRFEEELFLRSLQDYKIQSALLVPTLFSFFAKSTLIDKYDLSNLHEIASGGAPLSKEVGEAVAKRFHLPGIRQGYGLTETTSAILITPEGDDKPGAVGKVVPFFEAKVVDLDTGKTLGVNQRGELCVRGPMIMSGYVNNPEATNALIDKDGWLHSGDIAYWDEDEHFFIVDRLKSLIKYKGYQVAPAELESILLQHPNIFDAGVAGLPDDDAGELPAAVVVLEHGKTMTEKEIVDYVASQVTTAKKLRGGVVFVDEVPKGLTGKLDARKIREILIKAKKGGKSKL
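Purified P. pyralis luciferase (10nM final) with 10uM D-luciferin and 10uM ATP (Km levels) in 50mM Tris acetate pH 7.5, 10mM Mg acetate, 0.01% Tween-20, 0.05% BSA; qHTS 6-point titration, ~60 µM downward; luminescence read.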
BRCA1 expr up: BRCA1 expression activation; Potency, µM (highest dose often 46.1 µM), for the others: top-dose activation, most hits filed as activators; MCF7-BRCA1-FFLuc reporter, luminescence, 48 h; response scale: scaled: vehicle 0%, 10 µM genistein 100%; AID 624202; 380,000 compounds, 1.1% hits; also: potency is read from the fitted curve at half-maximal effect; nearly all actives have a fitted effect of over 80% in size; some results filed as inactive show a strong effect at the top dose
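Reporter cells (MCF7, BRCA1 promoter-firefly luciferase) received library compounds across a concentration series for 48 h. End-point luminescence was measured and concentration-effect curves derived after normalization.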
Giardia kill: Giardia lamblia killing; AID 540267; Giardia lamblia trophozoite viability; activity change, % at 7.66 µM, hits read low; 340,000 compounds, 0.15% hits; in the data active = activity change below about -80%; inconclusive = between about -30% and that limit;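 also: parasites exposed to compound for two days anaerobically before the ATP read; % is scaled to controls: 0 for no effect and ±100 for the full control effect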
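Trophozoites 100 cells/well + cpd; 48 hrs, 37 deg C, anaerobic. ATPLite 1-Step added, 15-30 min RT, luminescence read (ATP-based viability).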
PKM2 act: activators of human pyruvate kinase M2; 260,000 compounds, 0.34% hits; P14618; Potency, µM (top dose mostly 57.5 µM), without a hit: top-dose activation, hits mostly activators; purified PKM2, Kinase-Glo ATP luminescence, activation; response scale: 0% is enzyme alone, no compound; also: potency is read from the fitted curve at half-maximal effect; % is scaled to controls: 0 for no effect and ±100 for the full control effect; nearly all actives have a fitted effect of over 55% in size
Target sequence (P14618 whole entry, looked up): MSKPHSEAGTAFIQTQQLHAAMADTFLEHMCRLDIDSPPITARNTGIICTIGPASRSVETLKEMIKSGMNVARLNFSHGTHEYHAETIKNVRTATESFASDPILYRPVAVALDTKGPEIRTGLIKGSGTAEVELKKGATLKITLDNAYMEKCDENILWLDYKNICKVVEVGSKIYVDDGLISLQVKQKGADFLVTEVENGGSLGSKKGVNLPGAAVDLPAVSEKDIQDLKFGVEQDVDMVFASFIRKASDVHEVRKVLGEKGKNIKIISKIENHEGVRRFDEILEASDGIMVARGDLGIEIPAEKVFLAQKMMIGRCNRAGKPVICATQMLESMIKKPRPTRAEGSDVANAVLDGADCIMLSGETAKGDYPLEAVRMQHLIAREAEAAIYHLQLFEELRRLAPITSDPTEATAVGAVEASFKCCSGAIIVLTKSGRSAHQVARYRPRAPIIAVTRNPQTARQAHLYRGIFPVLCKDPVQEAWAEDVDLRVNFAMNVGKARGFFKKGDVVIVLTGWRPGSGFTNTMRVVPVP
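Kinase-Glo luminescence reports ATP generated from ADP (0.1 mM) and PEP (0.5 mM) by purified hPK-M2 after 1 h at room temperature, pH 7.2 imidazole buffer; intermediate enzyme activity allows detecting inhibitors and activators.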
p53 reactivator: mutant p53 re-activation in reporter cells; Potency, µM (top dose mostly 92.2 µM), without a hit: at the top dose activity change, positive = activation, actives largely listed as activators; 320,000 compounds, 0.063% hits; H1299 p53-A138V BP100-luciferase reporter, luminescence, 24 h; also: potency is read from the fitted curve at half-maximal effect; % of control where 0% means no effect; nearly all actives have a fitted effect of over 45% in size
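p53-null H1299 cells stably carrying temperature-sensitive p53-A138V and a BP100-luciferase reporter were pinned with compounds (4-point, 1:5 series) and held 24 hrs at 37 deg C. Luminescence was read 10 min after detection reagent.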
Rab9 prom act: activates the Rab9 promoter; Potency, µM (top dose mostly 9.22 µM), for the others: at the highest dose activation, negative = inhibition, usual class: activators; 320,000 compounds, 2.8% hits; Huh7 Rab9 promoter-luciferase reporter, luminescence, 24 h; AID 485297; also: potency is read from the fitted curve at half-maximal effect; % of control where 0% means no effect; nearly all actives have a fitted effect of over 60% in size
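Cells were plated at 1500 per well in reduced-serum medium with 10% FBS and left 2 h. Compound in DMSO was then added for 24 h at 37 °C. Reporter signal was read by luminescence after 10 min with luciferase detection reagent.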
NPC1 prom act: activates the NPC1 promoter | Huh7 NPC1 promoter luciferase reporter, 24 h | Potency, µM (highest dose often 9.22 µM), without a hit: top-dose activation, most hits filed as activators | 320,000 compounds, 2.4% hits;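 also: potency is read from the fitted curve at half-maximal effect; % of control where 0% means no effect; nearly all actives have a fitted effect of over 60% in size; reporter is driven by a mutant NPC1 promoter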
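Quantitative HTS used a cell-based reporter: Huh7 cells stably bearing the NPC1 promoter upstream of luciferase were treated with compounds for 24 h, and promoter activation was read as luminescence.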
Starred values were filed as active, the others as inactive; ? = inconclusive; · = no result given; [ ] = dose if it differs, or a comment. Unless noted, calls follow the shape of the dose curve; as a rule, active = well fitted curve in the direction sought with a large enough effect; inconclusive = small, poorly fitted or top-dose-only effect, or another doubt; inactive = no such curve, though single readings can be large; an effect the other way counts as inactive or inconclusive. Some of the compounds tested. The share of hits here may be higher or lower than overall.

nr	SMILES	RORg inh	Menin MLL FP TR	VP16 counter	ELG1 genotoxic	FLuc modulator	BRCA1 expr up	Giardia kill	PKM2 act	p53 reactivator	Rab9 prom act	NPC1 prom act
1	CCCCC/C=C/C1=CC(=O)C[C@H](c2ccc(OC)cc2)C1	·	·	·	-1%	0%	-15%	-12	·	21%	-2%	-1%
2	C=CCn1c(SCC(=O)NC2CCCC2)nnc1-c1ccncc1	3%	·	-19%	5%	-3%	2%	6	-6%	-4%	-6%	1%
3	CCOC(=O)c1sc(-c2ccccc2)cc1NC(=O)c1ccc(S(=O)(=O)N(CCOC)CCOC)cc1	-18%	-3%	-2%	0%	-1%	12%	3	-7%	5%	0%	-5%
4	CCCCN(C)C(=O)CCCCn1c(=O)[nH]c2cc(OCC)c(OCC)cc2c1=O	17%	?	-10%	2%	8%	1%	-13	-1%	-9%	3%	-2%
5	NC(=O)CC(NC(=O)c1ccccc1)c1ccc(NCc2ccc(F)cc2)c([N+](=O)[O-])c1 (configuration not stated)	18%	·	3%	-1%	0%	-6%	5	-3%	-6%	2%	3%
6	COc1ccccc1C(=O)COC(=O)c1ccc(Cl)nc1	·	·	·	-3%	?	2%	-15	·	7%	-4%	4%
7	Clc1ccc(-c2cc3ccccc3nc2N2CCCC2)cc1	-12%	7%	14%	-5%	3%	-9%	8	4%	20%	0%	-3%
8	CCCCCC(=O)Nc1ccc(S(=O)(=O)Nc2ccc(Cl)nn2)cc1	4%[10 µM]	0%	0%	2%	1%	-15%	-12	-5%	-5%	-9%	-5%
9	Cc1ccccc1NC1=C(C(=O)c2ccccc2)N(C)S(=O)(=O)c2ccccc21	-8%	-17%	-2%	1%	14%	-32%	10	0%	-6%	0%	-3%
10	CCOC(=O)C1=C(CS(=O)(=O)c2ccc(F)cc2)NC(=O)NC1c1cc(OC)c(O)c(OC)c1 (configuration not stated)	1%	8%	-1%	0%	0%	2%	-18	·	-3%	-3%	-1%
11	Cc1cc(OC(C)C(=O)NCC(O)c2ccccc2)c2c(C)cc(=O)oc2c1 (configuration not stated)	-7%	-4%	-11%	0%	1%	8%	4	1%[0.46 µM]	-13%	4%	-3%
12	CNC(=O)C1CC(=O)N(c2ccc(OCC(=O)Nc3ccc(OC)cc3)cc2)C1 (configuration not stated)	·	·	·	4%	5%	7%	5	·	-1%	-3%	-2%
13	CN(C)/C=C/C(=O)c1ccc([N+](=O)[O-])c(CS(=O)(=O)c2ccc(Cl)cc2)c1	33%	2%	7%	-6%	0%	0%	8	·	-3%	2%	-7%
14	Cc1noc(C)c1CSc1nnc(-c2ccccc2)n1Cc1ccco1	-10%	-2%	25%	?	1%	-19%	3	4%	-6%	2%	-3%
15	O=C(NNC1CC(=O)N(c2ccccc2)C1=O)c1ccc(COc2ccccc2Cl)o1 (configuration not stated)	?	8%	-5%	2%	17µM*	1%	-6	0%	11%	2%	0%
16	Cc1csc(NC(=O)CSc2nc3nc(C)cc(C)n3n2)n1	·	·	·	0%	0%	-25%	-11	·	-3%	1%	-1%
17	Cc1cc(Br)ccc1OCc1nc(-c2cccnc2)no1	16%	-19%	-10%	21µM*	?	?	10	-2%	11%	?	29%
18	CCOC(=O)c1c(NC(=O)CSc2nncs2)sc(C)c1C	7%	15%	-6%	4%	-1%	-14%	-6	0%	-5%	-8%	-5%
19	COc1cc(C(=O)Nc2ccc3c(c2)OCO3)ccc1-n1cnnn1	7%	8%	-3%	0%	2%	-9%	-6	-5%	0%	5%	3%
20	Cc1ccc(NC(=O)CC2NCCNC2=O)cc1Cl (configuration not stated)	15%	7%	7%	5%	-2%	2%	4	-14%	-1%	-3%	0%
21	CC1CCC/C(=N/Nc2nc3ccccc3s2)C1 (configuration not stated)	6.3µM*	30%[activator]	?	?	0.85µM*	86%	3	4%	-3%	3.5µM*	22%
22	Cc1nn(CCOc2ccccc2)c(=O)n1-c1ccc(F)cc1	18%	-10%	-8%	6%	?	13µM*	-9	3%	17%	25%	?
23	COc1ccc(NC(=O)N2CCCC(C(=O)Nc3cccc(C)c3C)C2)cc1 (configuration not stated)	8%	·	0%	0%	-1%	-3%	-4	·	-4%	0%	-3%
24	COCCCN(C(=O)Cc1coc2cc(C)c(C)cc12)c1c(N)n(Cc2ccccc2)c(=O)[nH]c1=O	·	·	·	-5%	3%	-7%	-6	·	-6%	-4%	-3%
25	Cc1cc(C(=O)N/N=C/c2cc(Br)c(Br)o2)n[nH]1	7%	16%	?	16%	-4%	24%	12	0%	11%	27%	15%
26	CCCC1C(=O)N2C(N(C)C)=Nc3ccc(C)cc3N2C1=O (configuration not stated)	·	·	·	7%	-17%	10%	-17	·	3%	-1%	0%
27	CCn1cc(CCC(=O)NCCN2CCOCC2)c2ccccc21	0%	10%	-7%	1%	-1%	-7%	5	·	0%	-6%	-5%
28	COc1ccc(C(=O)CN2C(=O)c3ccccc3S2(=O)=O)cc1	5.6µM*	·	?	-9%	13µM*	-86%	-17	1%	-12%	?	-32%[inhibitor]
29	Cn1cnc(S(=O)(=O)N2CCN(c3ccc(Cl)cc3)CC2)c1	97%	·	2%	-3%	-3%	-4%	4	·	-13%	1%	5%
30	O=C(CCl)NN1C(=O)NC(c2ccccc2)(c2ccccc2)C1=O	-26%	-5%	-26%	-16%	0%	-10%	-22	4%	10%	0%	-11%

Some entries already given, limited to BRCA1 expr up.
| No. | Molecule | BRCA1 expr up |
| --- | --- | --- |
| 29 | Cn1cnc(S(=O)(=O)N2CCN(c3ccc(Cl)cc3)CC2)c1 | -4% |
| 25 | Cc1cc(C(=O)N/N=C/c2cc(Br)c(Br)o2)n[nH]1 | 24% |

(more compounds)
nr	SMILES	RORg inh	Menin MLL FP TR	VP16 counter	ELG1 genotoxic	FLuc modulator	BRCA1 expr up	Giardia kill	PKM2 act	p53 reactivator	Rab9 prom act	NPC1 prom act
31	COc1ccccc1CCC(=O)Oc1ccc(C#N)cc1OC	?	·	11µM*	12%	21µM*	3%	15	0%	-7%	-3%	-3%
32	Cc1ccc(CNC(=O)N2CCN(S(=O)(=O)c3ccccc3)CC2)cc1	0%	1%	3%	-2%	-2%	-6%	17	·	6%	-7%	-4%
33	COc1ccc(-c2nc(CN(C)C(C)c3ccon3)c(C)o2)c(C)c1C (configuration not stated)	?	-18%	2%	-6%	4%	-22%	10	0%	-1%	-9%	-6%
34	CCc1ccc(C(=O)CN2C(=O)NC(C)(CCc3ccccc3)C2=O)cc1 (configuration not stated)	-7%	-13%	-15%	-2%	1%	4%	-7	5%	-2%	-3%	-3%
35	Cc1ccc(NC(=O)CSc2nnc(CNC(=O)c3ccccc3F)o2)cc1Cl	15%	·	-1%	-2%	?	1%	29	·	-4%	8%	-2%
36	O=C(CCC(=O)n1ncc2ccccc21)NCc1ccccc1Cl	-6%	14%	-1%	-6%	-18%	15%	-20	?	8%	14%	6%
37	Cc1cc(NC(=S)NC(=O)C2CC2)ccc1Br	2.5µM*	23%	2.5µM*	4%	24µM*	-37%	5	-9%	?	22%	-13%
38	COc1ccc(CN(C)Cc2nc3cc(OC)c(OC)cc3c(=O)[nH]2)c(OC)c1	-36%	-3%	9%	-4%	1%	-27%	1	2%	-1%	-1%	1%
39	O=C(/C=C/c1ccccc1)Nc1ccc(C(=O)N2CCCCC2)cc1	2%	4%	9%	4%	?	57%	-5	14%	0%	-2%	-2%
40	CCC1=NN(C(=O)c2ccc([N+](=O)[O-])cc2)C(O)(c2ccccc2)C1 (configuration not stated)	-35%[1.91 µM]	?	?	-11%	4%	-35%	-6	-17%	·	-8%	0%

Entries above containing an NH in an aromatic ring (4):
nr	SMILES	RORg inh	Menin MLL FP TR	VP16 counter	ELG1 genotoxic	FLuc modulator	BRCA1 expr up	Giardia kill	PKM2 act	p53 reactivator	Rab9 prom act	NPC1 prom act
4	CCCCN(C)C(=O)CCCCn1c(=O)[nH]c2cc(OCC)c(OCC)cc2c1=O	17%	?	-10%	2%	8%	1%	-13	-1%	-9%	3%	-2%
24	COCCCN(C(=O)Cc1coc2cc(C)c(C)cc12)c1c(N)n(Cc2ccccc2)c(=O)[nH]c1=O	·	·	·	-5%	3%	-7%	-6	·	-6%	-4%	-3%
25	Cc1cc(C(=O)N/N=C/c2cc(Br)c(Br)o2)n[nH]1	7%	16%	?	16%	-4%	24%	12	0%	11%	27%	15%
38	COc1ccc(CN(C)Cc2nc3cc(OC)c(OC)cc3c(=O)[nH]2)c(OC)c1	-36%	-3%	9%	-4%	1%	-27%	1	2%	-1%	-1%	1%

Screening data (PubChem BioAssay)
